# T cell HTS = modulates CD8 T cell binding to vesicles; 2C CD8+ T cell-vesicle binding, flow cytometry; hits give low values; calls only at 7 µM; hit rate 0.068% among 330,000;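 active means response, share of CD8 T cells binding vesicles, and their 90th percentile fluorescence all below set limits, cut at about 80% in these data, passing the limit was not always enough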
#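 Test system: purified 2C TCR transgenic mouse naive CD8+ T cells. Probe or stimulus: QL9-peptide-loaded Drosophila micro-vesicles bearing Ld, ICAM-1 and B7-1. Incubation: binding step 1.5 h, 37 °C, antibody labelling 20 min, ice. Measured by: flow cytometry of vesicle-bound cells.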
# NOD1 NF-kB reporter = NOD1 signaling inhibitors, primary screen, cell-based, luminescence, uHTS (AID 1578) | NOD1-driven NF-kB luciferase reporter cells, luminescence; higher % means a stronger effect | inhibition, % at 4 µM, or EC50 in µM where a hit was titrated | hit rate 1% among 290,000; in the data active means inhibition mostly above about 36%, no sharp cut-off; inactive means mostly below about 34%;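 further: HEK-293T reporter cells stimulated with the NOD1 agonist gamma-tri-DAP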
# KOR beta-arrestin-1 = kappa opioid receptor activators – cell-based, luminescence, uHTS, primary screen (AID 1777); KOR beta-arrestin recruitment, luminescence; higher % means a stronger effect; activation, % at 10 µM, or EC50 in µM where a hit was titrated; hit rate 0.02% among 280,000; in the data active means activation above about 50%, passing the limit was not always enough; further: a part of the inactive calls stands beside numbers as strong as those of hits
# KOR beta-arrestin-2 = KOR antagonists, beta-arrestin recruitment, cell-based, luminescence, uHTS (AID 1778) | inhibition, % at 10 µM, or IC50 in µM where a hit was titrated | hit rate 0.091% among 290,000 | KOR beta-arrestin recruitment, luminescence, antagonist mode; higher % means a stronger effect; further: strong numbers were not always called active
# GPR55 LPI antagonism = inhibition of LPI-stimulated GPR55 beta-arrestin translocation – imaging, U2OS, beta-arrestin-GFP, LPI agonist, primary screen (AID 2013). U2OS GPR55 beta-arrestin-GFP translocation imaging, LPI antagonism; higher % means a stronger effect. one-dose inhibition, % at 10 µM; IC50 in µM for titrated hits. hit rate 0.13% among 290,000;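 active means spots per cell inhibited over 60%, with over 100 cells counted and total cytoplasm intensity under 500,000; inconclusive means wells with under 100 cells, flagged as likely toxic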;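 further: U2OS cells stably carrying GPR55 and arrestin-GFP stimulated by 5 µM LPI near EC80; imaged beta-arrestin-GFP aggregate spots per cell after agonist stimulation; plate controls were LPI-stimulated DMSO wells for no effect and DMSO wells without LPI for full effect; some results filed as inactive read as strong as hits; confirmed hits need IC50 under 10 µM and bright autofluorescent wells are also inconclusive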
# NOD2 inhibition = inhibition of NOD2-driven NF-kB reporter – cell-based, luminescence, uHTS, HEK293 (AID 1566). hit rate 0.63% among 290,000. HEK293 NOD2/NF-kB luciferase reporter, luminescence; higher % means a stronger effect. inhibition, % at 4 µM, or EC50 in µM where a hit was titrated; further: many of its hits are not listed in these tables
# NTR1 agonist = NTR1-driven beta-arrestin-GFP spot formation – imaging, U2OS cells, high content, primary screen (AID 493036) | activation, % at 20 µM | P30989 | hit rate 0.17% among 330,000 | agonist mode;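 active means activation at or above 40% of the spot to cytoplasm intensity ratio, with at least 20 cells analyzed; inconclusive means wells under 20 cells, flagged as cytotoxic or low count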;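 further: 0% = DMSO without peptide and 100% = 100 nM NTR1 peptide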
# Target sequence (P30989 whole entry, looked up): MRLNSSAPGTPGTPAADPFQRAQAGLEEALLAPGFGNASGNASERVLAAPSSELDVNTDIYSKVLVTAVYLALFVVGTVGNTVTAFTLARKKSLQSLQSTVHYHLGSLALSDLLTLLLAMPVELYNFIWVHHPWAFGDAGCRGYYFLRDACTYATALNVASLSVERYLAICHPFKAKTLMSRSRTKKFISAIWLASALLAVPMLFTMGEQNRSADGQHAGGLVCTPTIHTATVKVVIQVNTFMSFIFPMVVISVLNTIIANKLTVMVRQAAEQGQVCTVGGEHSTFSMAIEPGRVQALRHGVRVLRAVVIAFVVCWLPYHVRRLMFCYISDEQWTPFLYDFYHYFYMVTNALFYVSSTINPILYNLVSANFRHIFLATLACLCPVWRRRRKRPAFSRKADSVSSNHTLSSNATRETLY
# GPR55 activation = GPR55 agonists via beta-arrestin recruitment, primary screen, imaging, U2OS cells, beta-arrestin-GFP redistribution (AID 1961); activation, % at 10 µM; hits with a dose series show EC50 in µM; hit rate 0.048% among 290,000; U2OS GPR55 beta-arrestin-GFP redistribution imaging; higher % means a stronger effect;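 active means activation above 40% with more than 50 cells counted in the well; inconclusive means wells holding fewer than 50 cells, flagged as toxic or sparse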;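 further: U2OS osteosarcoma cells stably expressing GPR55 and beta-arrestin-GFP; plate controls were DMSO negative control for no effect and LPI positive control for full effect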
# Myeloid diff 2 = promotes myeloid progenitor differentiation; ER-HoxA9 myeloid progenitors, lysozyme-GFP differentiation, flow cytometry; calls only at 10 µM; hit rate 1% among 360,000;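 active means normalized GFP-positive differentiation at or above the plate's own cutoff, the solvent-only control mean plus 3 SD; inconclusive means no clear call, values can overlap the other calls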;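 further: cells exposed to compound for four days before flow analysis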
# T cell HTS vesicle-bound % = further read-out of T cell HTS, marked with its call; double positive events, %; measured here: CD8+ vesicle-bound cell fraction;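 binding gate set so that unloaded-vesicle control wells show 10% double positive cells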
# NTR1 agonist cell count 20 µM = recorded beside NTR1 agonist, whose call it bears; cell count; measured here: cell count, cytotoxicity flag
# Myeloid diff 2 GFP+ MAC1+ % = further read-out of Myeloid diff 2, marked with its call; GFP+ MAC1+ double positive, %; measured here: differentiation confirmed by MAC1 staining
# An asterisk follows results filed as active; i = inactive; ? = inconclusive; · = no result given; [ ] = dose if it differs, or a comment. Unless noted, no stated cut-off is given here; in the data, active means inhibition above about 50%; inactive means the rest.
SMILES,T cell HTS,T cell HTS vesicle-bound %,NOD1 NF-kB reporter,KOR beta-arrestin-1,KOR beta-arrestin-2,GPR55 LPI antagonism,NOD2 inhibition,NTR1 agonist,NTR1 agonist cell count 20 µM,GPR55 activation,Myeloid diff 2,Myeloid diff 2 GFP+ MAC1+ %
COc1ccc2c(c1OC)c(=O)n1c3ccc(OC(C)C(=O)NCCCN4CCOCC4)cc3c3ccnc2c31 (stereo unspecified),i,46,6%,2.4%,15%[20 µM],-1%,28%,-0.4,78,-0.2%,i,2.4
O=C(/C=C/NCc1ccc(F)cc1)c1ccccc1,i,48,-18%,6.4%,14%,12%,-15%,0.4,52,-0.3%,i,1.1
C/C(=N\NC(=O)c1cccs1)c1ccc(C(=O)O)s1,i,51,-24%,4.1%,-11%,-1%,-14%,0.9,53,-0.1%,i,0.7
O=C(NCc1ccccc1Cl)C1CC(=O)N(Cc2ccccc2)C1 (stereo unspecified),i,42,-35%,3.8%,14%,3%,19%,-0.8,56,-0.4%,i,1.2
CCc1c(O)nc2sc3ccccc3n2c1=O,i,1,1%,-2.7%,-10%,5%,13%,0.6,71,0.6%,i,0.1
Cc1cccc(NC(=S)N2CCCC(c3nc4ccccc4[nH]3)C2)c1 (stereo unspecified),i,24,-6%,6.8%,0%,1%,-4%,3.5,26,-0.3%,i,1.1
C/C(=N\NC(=O)c1nnn(-c2nonc2N)c1CN(C)C)c1ccco1,i,28,-15%,7.7%,-1%,-5%,0%,0.2,63,-0.2%,i,0.6
O=C(Cc1ccc(-n2c(=S)[nH]c3ccccc3c2=O)cc1)N1CCC(N2CCCCC2)CC1,i,41,-4%,7.9%,-40%,-7%,-8%,1.8,90,0.0%,i,2.9
CC(C#N)Sc1ncnc2sc3c(c12)CCC3 (stereo unspecified),i,38,10%,-0.4%,2%,-5%,3%,-0.3,65,-0.3%,i,6.7
COc1ccc2c(c1)[n+](=O)c(C(C)=O)c(C)n2[O-],i,47,0%,-5.6%,-19%,2%,-10%,-0.5,62,-0.1%,i,1.0
Cc1ccc(C(=O)CC(=O)c2ccc(C)cc2O)cc1,i,36,-10%,-1.0%,-18%,25%,6%,·,·,0.0%,i,0.2
Cc1ccc(NS(=O)(=O)c2csc(C(N)=O)c2)c(C)c1,i,33,-13%,-5.6%,5%,9%,-14%,-0.9,93,0.0%,i,0.7
Cc1ccc(-c2c[n+](CC(=O)Nc3ccc(C)cc3C)c3n2CCC3)cc1,i,23,-12%,2.7%,-2%,-5%,2%,-1.1,61,-0.3%,i,0.6
O=C(CCCCCN1C(=O)[C@@H]2Cc3ccccc3CN2C1=O)Nc1cccc(F)c1,i,12,-3%,-3.4%,-16%,17%,24%,2.2,65,-0.1%,i,4.5
CC1Cc2ccccc2N1C(=O)CSc1ncc(-c2ccc(F)cc2)n1C (stereo unspecified),i,57,-29%,3.3%,8%,-3%,-69%,2.3,76,-0.3%,i,0.6
COc1ccc(CCN2C(=O)NC(NS(=O)(=O)c3ccc(Cl)cc3)(C(F)(F)F)C2=O)cc1OC (stereo unspecified),i,38,-12%,-3.5%,-24%,11%,15%,2.0,57,0.1%,i,0.1
O=C(Nc1ccc(Cl)cc1C(=O)N1CCOCC1)c1cccc([N+](=O)[O-])c1,i,37,-9%,-1.5%,-13%,8%,20%,0.3,84,-0.2%,·,·
COc1ccc(C(=O)Nc2cc(C)on2)cc1S(=O)(=O)N1CC(c2ccccc2)CC1=O (stereo unspecified),i,64,-26%,-4.7%,-6%,4%,5%,0.4,40,-0.3%,i,0.1
Cn1c(=O)c2c(nc(NCCNC(=O)c3ccco3)n2Cc2ccc(Cl)cc2Cl)n(C)c1=O,i,17,-19%,-1.1%,-6%,2%,24%,0.6,52,-0.2%,i,7.7
CCCCCCc1c(C)nc(-n2[nH]c(C)c(CCO)c2=O)[nH]c1=O,i,62,-20%,-6.3%,9%,8%,17%,0.6,92,0.0%,i,0.2
CCC(Oc1ccccc1)C(=O)NCCOC (stereo unspecified),i,40,-34%,6.9%,14%,3%,-16%,1.8,63,0.3%,i,1.0
CCc1nn(CC(=O)O)c(=O)c2ccccc12,i,21,5%,-15%,32%,-3%,19%,1.1,48,-0.2%,i,14
COc1ccc(NC(=S)N(Cc2ccc(C(=O)O)cc2)Cc2ccc(OC)c(OC)c2)cc1,i,7,-26%,-1.8%,18%,17%,10%,1.1,52,-0.3%,i,0.2
Cc1cc(C)cc(C(=O)NCC(=O)OCC(=O)N2c3ccccc3NC(=O)C2(C)C)c1,i,42,-14%,-6.5%,16%,-5%,14%,-0.4,77,0.2%,i,0.6
O=C(NCc1cccnc1)c1cnc2sccn2c1=O,i,26,-7%,-1.2%,0%,9%,-12%,-2.6,92,0.3%,i,1.4

# Random excerpt: four records from the list, in no set order.
SMILES,T cell HTS,T cell HTS vesicle-bound %,NOD1 NF-kB reporter,KOR beta-arrestin-1,KOR beta-arrestin-2,GPR55 LPI antagonism,NOD2 inhibition,NTR1 agonist,NTR1 agonist cell count 20 µM,GPR55 activation,Myeloid diff 2,Myeloid diff 2 GFP+ MAC1+ %
Cc1ccc(-c2c[n+](CC(=O)Nc3ccc(C)cc3C)c3n2CCC3)cc1,i,23,-12%,2.7%,-2%,-5%,2%,-1.1,61,-0.3%,i,0.6
Cn1c(=O)c2c(nc(NCCNC(=O)c3ccco3)n2Cc2ccc(Cl)cc2Cl)n(C)c1=O,i,17,-19%,-1.1%,-6%,2%,24%,0.6,52,-0.2%,i,7.7
O=C(Nc1ccc(Cl)cc1C(=O)N1CCOCC1)c1cccc([N+](=O)[O-])c1,i,37,-9%,-1.5%,-13%,8%,20%,0.3,84,-0.2%,·,·
COc1ccc(CCN2C(=O)NC(NS(=O)(=O)c3ccc(Cl)cc3)(C(F)(F)F)C2=O)cc1OC (stereo unspecified),i,38,-12%,-3.5%,-24%,11%,15%,2.0,57,0.1%,i,0.1

# Back to the main list with the 2 entries that preceded the break.
SMILES,T cell HTS,T cell HTS vesicle-bound %,NOD1 NF-kB reporter,KOR beta-arrestin-1,KOR beta-arrestin-2,GPR55 LPI antagonism,NOD2 inhibition,NTR1 agonist,NTR1 agonist cell count 20 µM,GPR55 activation,Myeloid diff 2,Myeloid diff 2 GFP+ MAC1+ %
Cc1cc(C)cc(C(=O)NCC(=O)OCC(=O)N2c3ccccc3NC(=O)C2(C)C)c1,i,42,-14%,-6.5%,16%,-5%,14%,-0.4,77,0.2%,i,0.6
O=C(NCc1cccnc1)c1cnc2sccn2c1=O,i,26,-7%,-1.2%,0%,9%,-12%,-2.6,92,0.3%,i,1.4
COC(=O)/C=C/c1cnc2ccccc2c1,i,51,-41%,2.3%,-27%,-7%,-29%,0.5,45,-0.2%,i,0.5
Cc1cccc(NC(=O)c2ccc3c(c2)CCN3S(C)(=O)=O)c1,i,44,-24%,-3.8%,-25%,5%,-13%,-0.9,46,0.2%,i,0.4
O=C(OCC(=O)C12CC3CC(CC(C3)C1)C2)c1cnccn1,i,7,-24%,11%,-22%,-19%,5%,1.8,53,-0.1%,?,·
Cc1ccc(C)c(CN2C(=O)c3ccccc3S(=O)c3ccc(C(=O)NCCCN4CCCC4)cc32)c1 (stereo unspecified),i,6,16%,1.6%,-17%,7%,11%,8.4,60,0.1%,i,1.4
Cc1nc(SCC(=O)c2c(C)[nH]c3ccccc23)c2c(=O)n(C)c(=O)n(CC(C)C)c2n1,·,·,2%,-1.1%,-12%,-6%,5%,·,·,-0.2%,·,·
Cc1cc(Cl)ccc1OC(C)C(=O)Nc1ccc([N+](=O)[O-])cn1 (stereo unspecified),i,51,13%,2.0%,-15%,7%,-48%,1.9,36,0.4%,i,0.2
O=C(N/N=C/c1ccc[nH]1)c1cc(-c2ccc(Cl)cc2)nc2ccccc12,i,44,·,-1.8%,3%,-4%,·,5.2,53,0.1%,i,0.3
Cc1cc(C)n(CCc2nc(-c3ccc(C(C)(C)C)cc3)cs2)n1,i,42,-10%,0.5%,-8%,11%,6%,21,68,-0.2%,i,1.1
Clc1ccc(OCc2nnc(-c3ccccc3Br)o2)cc1,i,31,-27%,-2.4%,16%,-3%,-22%,1.1,88,-0.1%,i,0.1
O=C1CSCC(=O)N1Cc1ccc(Cl)c(Cl)c1,i,25,-4%,0.9%,-34%,7%,-14%,0.8,106,-0.1%,i,0.6
O=C(c1cccc(Oc2ccc([N+](=O)[O-])cc2)c1)N1CCOCC1,i,6,-16%,-4.2%,10%,9%,14%,-0.7,62,-0.1%,i,0.8
Cc1ccccc1CNc1nnnn1C,i,54,2%,1.1%,-12%,-3%,4%,-0.4,55,-0.1%,i,0.4
Nc1nc2sc3c(c2cc1C(=O)N1CCOCC1)CCCC3,i,38,4%,-0.6%,14%,10%,6%,0.4,38,-0.3%,i,0.6
CC1CCc2cc(F)cc3c(O)c(C(=O)NCc4ccco4)c(=O)n1c23 (stereo unspecified),·,·,16%,-1.3%,-14%,9%,27%,-0.7,60,0.1%,i,0.3
CCC(=O)N1N=C(c2cccs2)CC1c1ccc(C)cc1 (stereo unspecified),i,44,2%,-0.8%,-7%,-6%,-9%,1.4,90,0.0%,i,0.2
Cc1ccc(C)c(N2CCN(C(=O)CCCCn3c(=O)[nH]c4ccccc4c3=O)CC2)c1,i,37,43%,-0.7%,-8%,20%,34%,9.7,61,-0.1%,i,1.3
CCC1CCC/C1=N\NC(=O)CCC(=O)Nc1ccccc1Cl (stereo unspecified),i,52,-36%,5.3%,7%,-6%,9%,1.6,45,-0.3%,i,0.9
CCCC(c1nnnn1C1CCCCC1)N1CCN(c2ncccn2)CC1 (stereo unspecified),i,15,-23%,1.9%,-18%,-6%,-5%,-0.4,72,-0.3%,i,1.5
CC(=O)c1ccc(N2CCCCC2)c(F)c1,i,18,10%,0.4%,-9%[20 µM],10%,-23%,0.5,43,-0.3%,i,0.5
CN(c1cccc(NC(=O)Nc2ccc(Cl)cc2)c1)S(C)(=O)=O,i,36,41%,0.0%,22%,8%,-14%,6.7,69,0.0%,i,0.9
CN1CCN(C(=O)/C(=C/c2cccc([N+](=O)[O-])c2)NC(=O)c2ccccc2)CC1,i,32,-8%,-4.3%,14%,-9%,18%,-0.5,55,·,i,0.5
CCCN1CCN(CCCNC(=O)c2cc3c(=O)[nH]c4ccc(C)cc4c3s2)CC1,i,34,8%,6.5%,-7%,9%,3%,2.0,61,-0.1%,i,0.6

# Not all compounds are listed; the hit share may differ from the screen's.
